Compound activity: PubChem BioAssay, several laboratories
MrgX1 allo act: human MrgX1 positive allosteric modulation, primary screen. B-score at 10 µM. Q96LB2. 310,000 compounds, 0.63% hits. MrgX1-HEK293, Fluo-4 calcium flux, FDSS; stronger effect = higher value;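 active means plate-corrected calcium response at least 3 library SD above typical, normal starting fluorescence, not activating the receptor alone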;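 further: compound read alongside a low EC10 to EC30 dose of BAM8-22 agonist; peak minus trough fluorescence over baseline measured at the second addition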
Target sequence (Q96LB2 whole entry, looked up): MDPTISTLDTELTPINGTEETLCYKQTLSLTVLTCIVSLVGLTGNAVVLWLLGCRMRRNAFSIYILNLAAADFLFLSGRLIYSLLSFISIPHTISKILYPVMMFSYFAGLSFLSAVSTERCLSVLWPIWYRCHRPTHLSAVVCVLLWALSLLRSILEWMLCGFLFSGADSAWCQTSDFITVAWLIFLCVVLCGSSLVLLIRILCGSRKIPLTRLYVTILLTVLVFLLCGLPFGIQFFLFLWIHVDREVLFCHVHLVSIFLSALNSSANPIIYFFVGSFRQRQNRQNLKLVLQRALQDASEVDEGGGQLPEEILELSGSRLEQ
MrgX1 ag: agonists of human MrgX1 receptor; 310,000 compounds, 0.44% hits; AID 588627; MrgX1-HEK293 cells, Fluo-4 calcium fluorescence, agonist mode; stronger effect = higher value; B-score at 10 µM;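 active means calcium response B-score plate-corrected fluorescence ratio at least 3 library SD, with starting fluorescence B-score inside 5 SD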
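Material – MrgX1-expressing HEK293 cells · Input – 15,000 cells seeded per well · Dosing – compound as first of three additions · Times – overnight seeding, then 1 h dark dye loading · Measured by – kinetic Fluo-4 NW fluorescence of intracellular calcium · Read-out – B-scored fluorescence response ratio · Benchmarks – positive and negative control wells on each plate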
MrgX1 antag: antagonists of human MrgX1 receptor | MRGX1-HEK293 calcium flux, Fluo-4, BAM8-22 antagonism; stronger effect = lower value | B-score at 10 µM | 310,000 compounds, 1.3% hits | AID 588676;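 active means calcium-response B-score plate-corrected more than 3 library SD below zero, starting fluorescence within 5 deviations, no agonist response on first addition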;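 further: peak minus trough fluorescence over baseline after final BAM8-22 challenge near maximal dose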
PolyA inh: yeast polyadenylation inhibition. AID 1875. calls only at 12 µM. S. cerevisiae SKY197-pL101 polyadenylation reporter, beta-gal luminescence; efflux-impaired pdr1/pdr3 knockout yeast; score 100 = 6 SD above DMSO. 300,000 compounds, 0.02% hits;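 active means lowest replicate activity score at least 50, where 100 means six control SD above control mean; inconclusive means lowest score under 50 but half or more replicates reach 50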;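 further: yeast exposed to compound for 9 h at 30 °C; higher score means more reporter readthrough which indicates perturbed polyadenylation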
TRPC4 potent: allosterically enhances the mouse TRPC4 cation channel. Q9QUQ5. B-score at 10 µM. 310,000 compounds, 0.42% hits. HEK293 TRPC4beta/mu-opioid, DAMGO EC20, Fluo-4 Ca2+ flux; stronger effect = higher value;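 active means B-score of calcium response area above 5 SD of library B-scores, with initial fluorescence ratio within 5 SD of library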;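 further: B-score of integrated fluorescence ratio over time as area under calcium response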
TRPC6 inh: inhibitors of mouse TRPC6 channel; HEK293-TRPC6, membrane potential dye, ACh-evoked depolarization; stronger effect = lower value; B-score at 10 µM; 310,000 compounds, 1.1% hits;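 active means B-score under library mean minus 3 SD, initial fluorescence not abnormally high, positive integrated signal ratio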;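 further: B-score derived from integrated fluorescence ratio over the kinetic read; more negative B-score means stronger inhibition of depolarization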
TRPC4 inh: inhibitors of mouse TRPC4 channel; Q9QUQ5; HEK293 TRPC4beta/mu-opioid, DAMGO-evoked Fluo4 calcium flux; stronger effect = lower value; B-score at 10 µM; 300,000 compounds, 0.39% hits; AID 2247;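 active means B-score over 3 SD under the library average, no early fluorescence shift, positive overall ratio signal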
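Material: HEK293 cells with stable TRPC4beta plus mu-opioid receptor expression; probe or stimulus: DAMGO in two steps, submaximal then maximal; technique: Fluo4 calcium fluorescence by kinetic imaging, 5 s 1 Hz baseline; measure: integrated fluorescence ratio relative to baseline, converted to per-well B score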
TRPC4 act: activators of mouse TRPC4 channel; HEK293 TRPC4beta/mu-opioid, Fluo4 calcium fluorescence; stronger effect = higher value; Q9QUQ5; B-score at 10 µM; 310,000 compounds, 0.49% hits;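 active means B-score above 5 SD of library B-scores, and initial fluorescence ratio not above library mean plus 5 SD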;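 further: positive B-score marks a calcium rise read as TRPC4 activation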
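Material: TRPC4beta and mu-opioid receptor HEK293 stable cells | Incubation: 45 min room-temperature Fluo4 loading, 110 s read | Detection: Kinetic Fluo4 calcium fluorescence | Measure: Integrated baseline-normalised fluorescence ratio, converted to per-well B score | Benchmarks: Low control buffer alone, high control maximal DAMGO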
HIF activator: HIF pathway transcriptional activation | U2OS HRE-luciferase reporter, luminescence; normalized: DMSO 0%, desferrioxamine 100% | activation, % at 7.5 µM (by protocol) | 300,000 compounds, 0.32% hits | AID 1910;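 active means mean activation of at least 10% of the iron chelator positive control signal, with at least half of replicates also reaching 10%; inconclusive means mean and replicate majority disagree about reaching 10%; inactive means mean and most replicates under 10%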
AI-2 QS mod: modulators of Vibrio harveyi AI-2 quorum sensing system. Vibrio harveyi JMH597 AI-2 luminescence/OD600 ratio, 9 h; stronger effect = lower value; strain lacks LuxN and CqsS sensors; 0 = neutral-control median. activity change, % at 7.5 µM. 300,000 compounds, 0.4% hits; in the data active means activity change below about -75%, passing the limit was not always enough; inconclusive means no clear call, values can overlap the other calls;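 further: luminescence divided by OD600 gain over 9 h not by final OD600 alone; inactives centre near 13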
TRPC6 act: activates the mouse TRPC6 cation channel | Q61143 | HEK293-TRPC6 membrane potential dye fluorescence; stronger effect = higher value | B-score at 10 µM | 310,000 compounds, 0.13% hits;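 active means B-score of the integrated fluorescence ratio above library mean plus 3 SD, and starting fluorescence ratio within library mean plus 5 SD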;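 further: higher score means more depolarization so channel activation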
The depositor's hits bear a star; i = inactive; ? = inconclusive; . = no result given. Some of the compounds tested. The share of hits here may be higher or lower than overall.

SMILES	MrgX1 allo act	MrgX1 ag	MrgX1 antag	PolyA inh	TRPC4 potent	TRPC6 inh	TRPC4 inh	TRPC4 act	HIF activator	AI-2 QS mod	TRPC6 act
CN(CCc1ccccn1)C(=O)CN(C)S(=O)(=O)c1ccc2c(c1)c(=O)n(C)c(=O)n2C	i	i	i	i	i	i	i	i	-0.5	22	i
Cc1cccc(C)c1N(CC(=O)NCc1ccccc1)C(=O)c1csnn1	i	i	i	i	i	i	i	i	0.7	.	i
O=C(CCc1nnc2n(Cc3ccc(F)cc3)c(=O)c3ccccc3n12)NCCN1CCOCC1	i	i	i	i	i	i	i	i	0.1	-7	i
O=C(CSc1nc(-c2ccc(F)cc2)nc2c1Cc1ccccc1O2)Nc1cccc(C(=O)O)c1	.	.	.	i	i	i	i	i	0.3	12	i
COc1ccc([N+](=O)[O-])cc1NC(=O)CSCc1ccccc1C	i	i	i	i	i	i	i	i	-0.5	14	i
COc1ccc(CCN2CCCn3c2nc2c3c(=O)n(C)c(=O)n2C)cc1OC	.	.	.	i	i	i	i	i	-0.3	14	i
Nn1c(SCC(=O)Nc2ccc(Oc3ccccc3)cc2)nnc1C1CC1	i	i	i	i	i	i	i	i	.	36	i
O=C1CNC(=O)N1	i	i	i	i	i	i	i	i	-0.2	15	i
COc1ccc(-n2ncc3c2CC(C)(C)CC3NC(=O)c2ccoc2C)cc1 (configuration not stated)	i	i	i	i	i	i	i	i	-0.4	19	i
COc1ccc(S(=O)(=O)N2CCCCCC2)cc1C(=O)N(C)Cc1ccc(C)cc1	i	i	i	i	i	i	i	i	0.0	11	i
CC1Cc2cc(-c3csc(NC(=O)Cc4cccs4)n3)ccc2N1S(C)(=O)=O (configuration not stated)	i	i	-4.8*	.	i	i	i	i	0.4	27	i
CCOC(=O)c1ccc(-c2ccc(/C=N/NC(=O)c3cncc(Br)c3)o2)cc1	i	i	i	i	i	i	i	i	2.1	49	i
COc1ccc(C(=O)Oc2cc(/C=N/NS(=O)(=O)c3ccccc3)ccc2OC)cc1	i	i	i	i	i	i	i	i	.	16	i
Clc1cccc(Cl)c1Cn1cnc(=NCc2ccco2)c2[nH]cnc21	i	i	i	i	i	i	i	i	0.4	-8	i
CN(Cc1cn(C)nc1-c1ccc(Oc2ccccc2)cc1)C1CCOC1 (configuration not stated)	i	i	i	i	i	i	i	i	0.0	-2	i
CCC(c1nnc(SCC(=O)Nc2ccc(N3CCOCC3)cc2)n1Cc1ccccc1)N(C)C (configuration not stated)	i	i	i	i	i	i	i	i	-28	-2	i
COc1cc2c(cc1NC(=S)NC(=O)/C=C/c1ccco1)oc1ccccc12	i	i	i	i	i	i	i	i	-0.4	28	i
CN1CCc2c(sc(/N=C/c3cc(C(C)(C)C)ccc3O)c2C#N)C1	i	i	i	i	i	i	i	i	-1.4	-11	i
Cc1ccc(N(C)C(=O)c2cc(S(=O)(=O)N3CCc4ccccc43)cn2C)cc1	i	i	i	i	i	i	i	i	-0.6	7	i
CNCc1nc2ccccc2[nH]1	i	i	i	i	i	i	i	i	0.2	13	i
CC(=O)N1CCN(c2ccc(NC(=O)c3ccccc3Br)cc2Cl)CC1	i	i	i	i	i	i	i	i	-0.3	18	i
CCOC(=O)c1cnc(NCc2ccccc2)nc1C	i	i	i	i	i	i	i	i	1.3	7	i
COc1cc(C(=O)NCC(=O)NC(C)c2ccc(-n3ccnc3)cc2)cc(OC)c1OC (configuration not stated)	i	i	i	i	i	i	i	i	-0.3	8	i
Cc1ccc(/C=C(\C#N)C(=O)NCC2CCCO2)o1 (configuration not stated)	i	i	i	i	i	i	i	55*	0.6	-7	i
Cc1oc(-c2ccccc2F)nc1CSCC(=O)NC1CC1	i	i	i	i	i	i	i	i	0.4	11	i
COc1ccc2oc(=O)c(C(=O)Oc3ccc(NC(C)=O)cc3)cc2c1	i	i	i	i	i	i	i	i	-0.7	33	i
COc1ccc(NC(=O)C2CCN(C(=O)Cc3ccccc3)CC2)c(OC)c1	i	i	i	i	i	i	i	i	0.2	11	i
Cc1cc(/C=C(\C#N)c2nc3ccccc3[nH]2)c(C)n1C	i	i	i	i	i	i	i	i	2.8	5	i
COc1ccc(C(=O)CCc2ccc(OC)c(OC)c2)cc1	i	i	i	i	i	i	i	i	0.2	18	i
Cc1ccc(CNC(=O)c2ccc3c(c2)S(=O)(=O)c2ccccc2C3=O)o1	i	i	i	i	i	i	i	i	-0.5	16	i

Single values from above.
Reading of `Cc1oc(-c2ccccc2F)nc1CSCC(=O)NC1CC1` under HIF activator: 0.4
Reading of `COc1ccc2oc(=O)c(C(=O)Oc3ccc(NC(C)=O)cc3)cc2c1` under AI-2 QS mod: 33

(further entries)
SMILES	MrgX1 allo act	MrgX1 ag	MrgX1 antag	PolyA inh	TRPC4 potent	TRPC6 inh	TRPC4 inh	TRPC4 act	HIF activator	AI-2 QS mod	TRPC6 act
Nc1nc(NC(=O)C(Cl)(Cl)Cl)nn1-c1ccccc1	i	i	i	i	i	i	i	i	0.0	4	i
CCn1cc(C(=O)NCCC(C)C)c(=O)c2cc(F)c(N3CCN(C)CC3)cc21	i	i	i	i	i	i	i	i	1.4	3	i
Cc1ccc(SCC(=O)NC(=O)NCc2ccccc2)c(C)c1	i	i	i	i	i	i	i	i	-0.1	14	i
Cc1cccc(NC(=S)NNC(=O)c2ccccc2Br)c1	i	i	i	i	i	i	i	i	3.5	12	i
O=C(C1CCCO1)N1CCN(S(=O)(=O)c2ccc(F)cc2)CC1 (configuration not stated)	i	i	i	i	i	i	i	i	0.3	5	i
CC(Sc1nc(N)c2c3c(sc2n1)CSC(C)(C)C3)C(=O)Nc1ccccc1 (configuration not stated)	i	i	i	i	i	i	i	i	-0.5	12	i
Cc1cc(C)c([N+](=O)[O-])cc1NC(=O)CCS(=O)(=O)c1ccccc1	i	i	i	i	i	i	i	i	0.1	9	i
Cc1cc(NC(=O)NC(=O)c2cccc(OC(F)(F)C(F)F)c2)n[nH]1	i	i	i	i	i	i	i	i	3.2	-2	i
Cn1cnnc1SCC(=O)Nc1sccc1C#N	i	i	i	i	i	i	i	i	.	-2	i
COC(=O)c1cn(Cc2ccccc2C)nn1	i	i	i	.	i	i	i	i	0.3	9	i
COCCCNC(=O)CN(c1cc(Cl)cc(Cl)c1)S(C)(=O)=O	i	i	i	i	i	i	i	i	-0.7	-3	i
Cc1ccc(-c2cc(C(=O)Nc3cccnc3)[nH]n2)c(O)c1C	i	i	i	i	i	i	i	i	?	14	i
Cc1cc(C(=O)Nc2nc3c(s2)CCCC3)no1	i	i	i	i	i	i	i	i	-0.9	25	i
COc1c2ccoc2c(OC[C@@H](O)C(C)(C)O)c2oc(=O)ccc12	i	i	i	i	i	i	i	i	0.0	10	i
O=C(O)CCCCCNC(=O)CCn1cnc2ccccc2c1=O	i	i	i	i	i	i	i	i	0.1	7	i
COc1cc(C)c(CN2CCSCC2)cc1C	i	i	i	i	i	i	i	i	0.7	19	i
Cc1nnc(SCSc2nnc(C)s2)s1	i	i	i	i	i	i	i	i	-0.1	-19	i
Oc1ccccc1N1CCN(CC(O)COC2CCCc3ccccc32)CC1 (configuration not stated)	i	i	i	i	i	i	i	i	1.3	21	i
O=C(/C=C/c1ccc2c(c1)OCO2)NCc1cn2cc(Cl)ccc2n1	i	i	i	i	i	i	i	i	0.0	2	i
O=C(Nc1cc(Cl)ccc1N1CCOCC1)c1cccnc1Cl	i	i	i	i	i	i	i	i	-1.1	-1	i
COc1ccc(CN(C)Cc2nc3scc(-c4ccccc4)c3c(=O)[nH]2)cc1OC	i	i	i	i	i	i	i	i	0.0	15	i
C=CCN1C(=O)C(CC(=O)Nc2ccccc2)SC1=Nc1c(C)n(C)n(-c2ccccc2)c1=O (configuration not stated)	i	i	i	i	i	i	i	i	-0.3	6	i
CC(C)(C)OC(=O)NNC(=O)c1ccc(Cl)cc1	i	i	i	i	i	i	i	i	0.8	14	i
CCS(=O)(=O)Nc1ccc(-c2ccc(NS(=O)(=O)CC)c(OC)c2)cc1OC	i	i	i	i	i	i	i	i	-0.4	6	i
COc1ccc([C@@H]2[C@@H]3C(=O)N(C(C)(C)C)C(=O)[C@@H]3[C@]3(CC(C)C)C(=O)N(c4ccccc4)C(=O)N23)cc1	i	i	i	i	i	i	i	i	1.3	59	i
CC1CCN(CC(O)COc2ccc(OCC(O)CN3CCC(C)CC3)cc2)CC1 (configuration not stated)	i	i	i	i	i	i	i	i	1.4	13	i
CN(C1CCCCC1)S(=O)(=O)c1ccc(NC(=O)c2ccc(Br)o2)cc1	i	i	i	i	i	i	i	i	-0.2	14	i
CC(=O)N(CCCN(C)C)c1nc2ccc(C)cc2s1	i	i	i	i	i	i	i	i	-2.1	2	i
O=C1CSC2=NCN(c3ccccc3)CN12	i	i	i	i	i	i	i	i	0.9	18	i
COc1ccc(-n2c(SCC(N)=O)nc3sc4c(c3c2=O)CCC4)cc1	i	i	i	i	i	i	i	i	-0.4	10	i
COc1cc(CN2CCCC(C(=O)Nc3cccc(-n4cccn4)c3)C2)ccc1F (configuration not stated)	i	i	i	i	i	i	i	i	-0.1	29	i
COC(=O)c1ccc(OCC2c3cc(OC)c(OC)cc3CCN2C(=O)C2CC2)cc1 (configuration not stated)	i	i	i	.	i	i	i	i	-0.2	14	i
CC(C)Cc1ccc(CN2CCCC(NC(=O)CCCN3CCCC3=O)C2)cc1 (configuration not stated)	i	i	i	i	i	i	i	i	-0.2	18	i
O=C(CSc1nc2ccccc2s1)NCCOc1ccc(Cl)cc1	i	i	i	i	i	i	i	i	-0.4	15	i
O=C(O)CCC(=O)N1CCN(c2ncccc2C(F)(F)F)CC1	i	i	i	i	i	i	i	i	-0.3	17	i
CC(C)(O)C#Cc1ccc(C(=O)N2CCN(c3ccccc3)CC2)cc1	i	i	i	i	i	i	i	i	0.0	11	i
